# NPY-Y2 PAM-ag: potentiates or activates human NPY-Y2 receptor | P49146 | cells expressing NPY-Y2, potentiator/agonist read-out | activation, % at 3.6 µM | hit rate 0.45% among 220,000; in the data active means activation above about 27%;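 further: cells stimulated with NPY near EC25 plus isoproterenol at EC100; 0% = vehicle plus submaximal agonist and 100% = vehicle plus saturating agonist; some results beyond the cut were filed as inactive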
# EP2 antag: EP2 receptor (human) inhibition. AID 1422. P43116. C6 glioma cells expressing human EP2, cAMP TR-FRET; cells stimulated with saturating PGE2. hit rate 0.52% among 260,000. inhibition, % at 25 µM;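 active means percent inhibition above 40 after rounding to a whole number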;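 further: rat C6 glioma host cells with rolipram phosphodiesterase inhibitor present; the protocol text gives 20 µM as final concentration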
# S1P4 ag: human S1P4 receptor agonism | hit rate 0.35% among 220,000 | activation, % at 4.98 µM | S1P4-expressing cell line, agonist reporter assay; in the data active means activation above about 11%;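 further: 0% = DMSO vehicle and 100% = reference agonist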
# p97 inhibitor: human p97 ATPase inhibition. P55072. recombinant p97 ATPase, Kinase-Glo ATP luminescence, 3 h. inhibition, % at 8 µM. hit rate 0.42% among 220,000; in the data active means inhibition above about 15%;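 further: 0% = DMSO vehicle and 100% = wells lacking enzyme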
# eIF4E 4G PPI: inhibitors of eIF4E and eIF4G interaction in translation initiation; TR-FRET eIF4E-eIF4GI(517-606) binding, 2 h; P63073+Q04637; inhibition, % at 21.7 µM; hit rate 0.37% among 220,000;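 active means inhibition above about 30%, limit read from the data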;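 further: 0% = full FRET control wells and 100% = background wells lacking eIF4GI fragment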
# Target sequence (P63073 whole entry, looked up, the tested form may be a part): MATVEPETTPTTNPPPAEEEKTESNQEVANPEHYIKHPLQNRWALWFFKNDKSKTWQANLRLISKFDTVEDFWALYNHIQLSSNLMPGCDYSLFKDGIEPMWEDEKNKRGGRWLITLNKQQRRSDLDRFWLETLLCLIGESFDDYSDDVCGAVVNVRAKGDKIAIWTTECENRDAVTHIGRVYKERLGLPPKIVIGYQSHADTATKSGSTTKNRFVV
# Target sequence (Q04637 whole entry, looked up, the tested form may be a part): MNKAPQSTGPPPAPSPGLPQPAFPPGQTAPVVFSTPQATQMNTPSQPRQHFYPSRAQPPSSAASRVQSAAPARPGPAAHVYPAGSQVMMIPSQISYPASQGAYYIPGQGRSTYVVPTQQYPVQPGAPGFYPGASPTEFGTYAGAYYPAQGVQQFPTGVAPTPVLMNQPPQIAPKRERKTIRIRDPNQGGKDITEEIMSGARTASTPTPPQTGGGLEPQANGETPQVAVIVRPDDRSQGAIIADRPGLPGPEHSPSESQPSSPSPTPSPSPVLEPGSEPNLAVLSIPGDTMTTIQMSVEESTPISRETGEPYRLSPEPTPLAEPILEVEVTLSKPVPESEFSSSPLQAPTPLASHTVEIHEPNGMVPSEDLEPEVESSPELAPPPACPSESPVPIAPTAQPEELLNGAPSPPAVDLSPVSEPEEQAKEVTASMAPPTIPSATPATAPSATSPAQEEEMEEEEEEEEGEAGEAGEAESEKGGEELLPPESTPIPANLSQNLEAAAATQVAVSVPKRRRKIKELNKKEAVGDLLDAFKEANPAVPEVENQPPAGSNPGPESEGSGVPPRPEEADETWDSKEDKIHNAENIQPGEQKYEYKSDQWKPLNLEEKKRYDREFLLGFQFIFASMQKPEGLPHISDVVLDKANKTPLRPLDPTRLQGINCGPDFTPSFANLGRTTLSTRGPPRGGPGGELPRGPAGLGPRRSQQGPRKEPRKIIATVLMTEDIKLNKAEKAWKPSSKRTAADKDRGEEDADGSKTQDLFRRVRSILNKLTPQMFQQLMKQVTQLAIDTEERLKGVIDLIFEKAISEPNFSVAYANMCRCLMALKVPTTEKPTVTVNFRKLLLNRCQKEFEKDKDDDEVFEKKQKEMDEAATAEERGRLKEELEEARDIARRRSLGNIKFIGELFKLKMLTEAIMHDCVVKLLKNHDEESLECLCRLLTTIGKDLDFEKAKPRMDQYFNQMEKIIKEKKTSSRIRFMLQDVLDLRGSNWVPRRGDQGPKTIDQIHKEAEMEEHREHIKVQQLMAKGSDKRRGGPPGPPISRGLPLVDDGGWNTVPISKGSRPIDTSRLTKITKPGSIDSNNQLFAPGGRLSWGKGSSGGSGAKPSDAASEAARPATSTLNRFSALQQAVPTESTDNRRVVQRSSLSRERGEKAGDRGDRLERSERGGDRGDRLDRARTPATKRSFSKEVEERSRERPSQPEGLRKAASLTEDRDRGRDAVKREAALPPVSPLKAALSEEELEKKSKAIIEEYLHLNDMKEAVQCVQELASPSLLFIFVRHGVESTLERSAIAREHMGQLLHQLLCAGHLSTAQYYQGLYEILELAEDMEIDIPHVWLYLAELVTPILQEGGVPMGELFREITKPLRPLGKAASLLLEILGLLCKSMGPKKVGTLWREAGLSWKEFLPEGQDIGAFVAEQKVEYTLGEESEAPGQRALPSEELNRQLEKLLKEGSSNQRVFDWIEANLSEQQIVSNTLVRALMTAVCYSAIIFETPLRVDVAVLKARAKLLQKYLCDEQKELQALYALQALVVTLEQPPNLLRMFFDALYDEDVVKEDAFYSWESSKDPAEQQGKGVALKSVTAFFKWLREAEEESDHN
# NPY-Y1 antag: NPY-Y1 (human) receptor antagonism; AID 1040; inhibition, % at 3.6 µM; P25929; HEK293-CNG Y1 cells, membrane potential fluorescence; NPY at EC95, then isoproterenol; hit rate 1% among 200,000;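 active means inhibition above the campaign mean inhibition of all tested compounds plus 3 SD, cut at about 20% in these data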;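 further: 0% = DMSO wells given NPY plus isoproterenol and 100% = isoproterenol alone without NPY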
#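 System: HEK293 cells with Y1 receptor plus CNG channel / Probe or stimulus: NPY 25 nM then isoproterenol 1 µM plus Ro 20-1724 25 µM / Compound: one concentration, 3.6 µM, in 0.4% DMSO / Schedule: compound incubation 1 h at room temperature, readout 45 min post-stimulation / Measured by: membrane potential fluorescence / Read-out: % inhibition of NPY effect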
# S1P4 antag: human S1P4 receptor antagonism; S1P4-expressing cells, antagonist mode, reporter read-out; inhibition, % at 4.98 µM; AID 1510; hit rate 0.26% among 220,000; in the data active means inhibition above about 29%;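 further: 0% = wells stimulated with agonist and 100% = vehicle wells without agonist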
# EP2 modulator: EP2 receptor (human) modulation | EP2-expressing cells, cAMP HTRF FRET, PGE2 co-stimulation | hit rate 0.83% among 260,000 | P43116 | AID 940 | induction, % at 25 µM;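 active means compounds whose cAMP rise, as percent of the full-agonist control response, exceeds 60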;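 further: rat C6 glioma line stably carrying human EP2 under a CMV promoter; the protocol text gives 20 µM as final concentration; 100% = response of wells given 1 µM PGE2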
# NPY1 pot ag: potentiates or activates human NPY-Y1 receptor. P25929. hit rate 0.37% among 220,000. activation, % at 3.6 µM. NPY-Y1 expressing cells, potentiator/agonist activation. AID 1304; in the data active means activation above about 33%, passing the limit was not always enough;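 further: cells stimulated with NPY at EC10 then isoproterenol at EC100; 0% = low agonist plus stimulus and 100% = saturating agonist plus stimulus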
# An asterisk follows results filed as active; / = not tested or not shown; [ ] = remark or other dose. A portion of the library (hit frequency here may not be typical).
# Assay codes: A = NPY-Y2 PAM-ag; B = EP2 antag; C = S1P4 ag; D = p97 inhibitor; E = eIF4E 4G PPI; F = NPY-Y1 antag; G = S1P4 antag; H = EP2 modulator; I = NPY1 pot ag
CCOC(=O)C(CCCOc1cccc(CC)c1)C(=O)OCC
  A = 17; B = 13; C = -0.5; D = -2; E = -5; F = 10; G = -2; H = 29; I = 5

Cc1ccc2c(Cl)cc(Cl)c(OCC(=O)Nc3ccc(C)c(S(=O)(=O)N(C)C)c3)c2n1
  A = 8; B = 7; C = 1.2; D = 5; E = 1; F = 2; G = -11; H = 5; I = 7

Cc1nc2cc(CO)ccc2s1
  A = 13; B = 15; C = -1.1; D = 7; E = -8; F = 1; G = -3; H = 10; I = -7

CC1CCN(c2ccc([N+](=O)[O-])cc2C(=O)O)CC1
  A = 5; B = 5; C = 1.6; D = 3; E = 14; F = 5; G = -18; H = 21; I = 5

Cc1ccc2nc(-c3ccc(NS(=O)(=O)c4ccc(F)c(F)c4)cc3)sc2c1
  A = 8; B = 5; C = 30*; D = 3; E = 14; F = -2; G = -1; H = -2; I = 26

CC(C)(C)CC(=O)NC(=S)Nc1ccccc1C(F)(F)F
  A = 7; B = 7; C = -2.0; D = -6; E = 0; F = 1; G = -5; H = 20; I = -13

O=C(Nc1ccccc1Cl)c1ccccc1Oc1ccc(C(F)(F)F)cc1[N+](=O)[O-]
  A = 17; B = 13; C = 1.0; D = -7; E = 2; F = -10; G = 20; H = 36; I = 25

COc1cc2c(cc1OC)C(NC(=O)C(F)(F)F)CNC2=O (configuration not stated)
  A = 5; B = 0; C = 0.2; D = 3; E = -2; F = -3; G = -6; H = 38; I = -11

CCN(CC)c1ccc(/C=N/NC(=O)CCC(=O)NCc2ccccc2)c(O)c1
  A = -5; B = 4; C = -0.1; D = 4; E = 5; F = 0; G = -11; H = -8; I = -8

CCCC(=O)NCc1cc(-c2nn(C)c(=O)c3ccccc23)ccc1C
  A = -4; B = 6; C = 0.6; D = 5; E = 4; F = 2; G = -14; H = -4; I = 4

COc1cc(NC(=O)COC(=O)CSc2ccc3ccccc3c2)c(C)cc1[N+](=O)[O-]
  A = -8; B = 12; C = 0.2; D = 4; E = 2; F = 9; G = -4; H = 12; I = -23

CCOC(=O)c1sc(NC(=O)COc2ncnc3ccccc23)c(C(=O)OCC)c1C
  A = 5; B = 6; C = 0.6; D = -2; E = 3[fluorescence artefact?]; F = -1; G = -43; H = 6; I = -22

CCN1CCCc2cc(CN(CCN3CCOCC3)C(=S)Nc3cccc(Cl)c3)ccc21
  A = 2; B = 8; C = -1.1; D = -4; E = 2; F = 4; G = 3; H = 31; I = -5

Cc1cccc(C(C)(C)C)c1OCCCCN1CCCC1
  A = -17; B = 24; C = -2.0; D = -3; E = /; F = 21*; G = -5; H = -12; I = -23

Cc1c(/C=N/Nc2ccc([N+](=O)[O-])cn2)c2ccccc2n1Cc1ccccc1
  A = -8; B = 4; C = -0.2; D = 4; E = -5; F = /; G = -27; H = 12; I = 18

Cc1ccc(NC(=O)Cn2cc(S(=O)(=O)c3ccccc3)c(=O)c3cc(F)ccc32)cc1
  A = 5; B = 13; C = 3.2; D = 6; E = 8; F = 9; G = -14; H = 41; I = -4

CCOc1ccc(-c2c(=O)n(OCc3ccccn3)c3ccccc3[n+]2[O-])cc1
  A = -7; B = 5; C = -0.4; D = -9; E = 1; F = 7; G = 15; H = 9; I = 1

Cc1ccccc1NC(=O)Cc1nc(-c2ccc3ccccc3c2)cs1
  A = -18; B = 15; C = 0.7; D = -1; E = 4; F = 0; G = -19; H = 3; I = -10

COc1ccc(C2C(C(=O)Nc3cc(C)on3)c3ccccc3C(=O)N2C)cc1OC (configuration not stated)
  A = -15; B = 6; C = 2.0; D = 0; E = 1[fluorescence artefact?]; F = 2; G = -14; H = 3; I = 3

COc1ccc(/C=N\Nc2ncc(F)c(N3CCOCC3)n2)cc1OC
  A = -3; B = 11; C = -1.4; D = 4; E = -3; F = /; G = 0; H = 0; I = 15

# Looked up above.
# CCN1CCCc2cc(CN(CCN3CCOCC3)C(=S)Nc3cccc(Cl)c3)ccc21 in p97 inhibitor → -4
# CCOc1ccc(-c2c(=O)n(OCc3ccccn3)c3ccccc3[n+]2[O-])cc1 in NPY-Y2 PAM-ag → -7
# CCOC(=O)c1sc(NC(=O)COc2ncnc3ccccc23)c(C(=O)OCC)c1C in NPY1 pot ag → -22

# (next part)
# Assay codes: A = NPY-Y2 PAM-ag; B = EP2 antag; C = S1P4 ag; D = p97 inhibitor; E = eIF4E 4G PPI; F = NPY-Y1 antag; G = S1P4 antag; H = EP2 modulator; I = NPY1 pot ag
Nc1c(-c2cccc([N+](=O)[O-])c2)nc2ccccn12
  A = 6; B = 3; C = 1.7; D = 3; E = 2; F = -1; G = 6; H = -6; I = -9

Cc1cc(N2C(=O)C3CC=CCC3C2=O)cc(C)c1Br (configuration not stated)
  A = 0; B = 9; C = 0.6; D = 7; E = 4; F = -2; G = -11; H = 25; I = -3

Cc1ccc(NC(=O)COC(=O)C(NS(=O)(=O)c2ccc(Cl)cc2)C(C)O)cc1 (configuration not stated)
  A = -2; B = 12; C = 0.8; D = -8; E = -2; F = 0; G = -5; H = -28; I = -19

CCOC(=O)N1CCN(S(=O)(=O)c2ccc(Br)s2)CC1
  A = 11; B = 6; C = 0.6; D = -2; E = 4; F = -4; G = -5; H = -6; I = 3

CC(C)C(OC(=O)CCCC(=O)Nc1nccs1)C(=O)NC1CCCCC1 (configuration not stated)
  A = -9; B = 4; C = -1.6; D = 5; E = 3; F = 1; G = 3; H = 7; I = 13

O=C1NC(=O)/C(=C\c2ccc(OCc3cnc(Cl)s3)cc2)S1
  A = 11; B = 6; C = 7.3; D = 1; E = 2; F = 5; G = -19; H = 10; I = 22

COC(=O)CSc1nnc(CNC(=O)Cc2ccccc2)n1C
  A = 4; B = 10; C = 0.6; D = -1; E = -1; F = 0; G = -13; H = 8; I = -2

O=C(Cc1n[nH]c(=O)c2ccccc12)Nc1cccc(S(=O)(=O)N2CCCC2)c1
  A = -46; B = 8; C = -0.3; D = 5; E = 2; F = /; G = 1; H = 4; I = 11

O=[N+]([O-])c1cc(S(=O)(=O)NCCCN2CCOCC2)ccc1Cl
  A = 0; B = 3; C = -0.8; D = 2; E = -8; F = 1; G = 4; H = -1; I = 13

CN1CCN(c2ccccc2NC(=O)c2ccccc2F)CC1
  A = -37; B = 4; C = -0.8; D = 0; E = 0; F = /; G = -6; H = -11; I = -13

COc1cc(S(=O)(=O)NCc2ccccc2)ccc1Br
  A = -9; B = 6; C = 1.1; D = 1; E = 1; F = -4; G = -15; H = -17; I = -2

Cc1cc(C)c2[nH]c(O)c(N=NC(=S)NCC3CCCO3)c2c1 (configuration not stated)
  A = 19; B = 8; C = -2.1; D = 5; E = -6; F = -9; G = -12; H = -26; I = 12

CCCC1=[N+](CC(=O)c2ccccc2)CCn2c(C)ccc21
  A = 2; B = 10; C = -1.2; D = 1; E = -2[fluorescence artefact?]; F = 10; G = -4; H = -10; I = -18

COc1ccc(CC(NC(C)=O)C(=O)NC2CCN(c3c(Cc4ccccc4)c(C)nc4ncnn34)CC2)c(OC)c1 (configuration not stated)
  A = 8; B = 19; C = 0.2; D = 1; E = 3; F = -1; G = -6; H = 22; I = -2

Cc1ccc(C23OC(=O)C(C)(C)C2OC(=O)C3(C)C)cc1 (configuration not stated)
  A = -3; B = 10; C = -0.4; D = 3; E = -4; F = -2; G = -2; H = 11; I = 6

CC1(C)Cc2ccccc2C(C(Cc2ccccc2)C(N)=O)=N1 (configuration not stated)
  A = 7; B = 9; C = -1.6; D = -3; E = 8; F = 1; G = -11; H = 26; I = 0

Cc1nn(Cc2ccc(C(=O)N3c4ccc(F)cc4CCC3C)o2)c(C)c1Br (configuration not stated)
  A = 5; B = 20; C = 1.7; D = -8; E = 7; F = 0; G = -12; H = 17; I = 11

CC1=Nn2c(nnc2-c2ccccc2Cl)SC1
  A = 6; B = 5; C = -0.5; D = -1; E = 1; F = -3; G = -5; H = 7; I = 6

O=C(O)c1cccc(Nc2nc(C(F)(F)F)nc3ccccc23)c1
  A = 8; B = 7; C = -0.9; D = 4; E = -1; F = 2; G = -12; H = 30; I = 7

CC(=O)NC(=S)NNC(=O)c1ccc(Br)cc1
  A = -2; B = 6; C = 0.5; D = 4; E = -2; F = 6; G = -8; H = 28; I = -6

CN(c1ccc(F)cc1)S(=O)(=O)c1ccc(Cl)c(C(=O)OCC(=O)NCc2ccco2)c1
  A = 4; B = 8; C = -0.4; D = -5; E = -1; F = -4; G = -16; H = -68; I = 2

CCC(=O)Nc1ccc(C(=O)NNC(=O)c2cccs2)cc1
  A = -5; B = 8; C = -1.1; D = 4; E = -12; F = -2; G = -9; H = 16; I = 14

N=c1n(CCO)c2ccccc2n1CCOc1ccccc1
  A = -4; B = 9; C = -3.6; D = 1; E = 3[fluorescence artefact?]; F = 3; G = -9; H = -7; I = -29

CCOc1ccc(NC(=O)COC(=O)CCS(=O)(=O)c2ccc(C)cc2)cc1
  A = -11; B = 6; C = 0.2; D = 1; E = 3; F = -4; G = 17; H = 26; I = 4

COCCNC(=O)CSc1nc2ccc(N3CCOCC3)cc2c(=O)n1Cc1ccc(OC)cc1
  A = 5; B = 8; C = -0.9; D = 4; E = 8; F = -3; G = -12; H = 8; I = 5

CC(C)OC(=O)/C(=C/c1ccc2c(c1)c1ccccc1n2C)NC(=O)c1ccccc1
  A = -17; B = 6; C = 2.5; D = 7; E = 1; F = 2; G = -23; H = 14; I = -15

Cc1ccc(C2=NN(C(=O)CSc3nc4ncc(Cl)cc4[nH]3)C(c3ccco3)C2)cc1 (configuration not stated)
  A = 6; B = 4; C = 2.1; D = 5; E = -4; F = -2; G = -27; H = 16; I = -23

CCn1nc(NC(=O)Cc2ccc(OC)cc2)c2cc3cc(C)ccc3nc21
  A = 8; B = 19; C = 1.0; D = -6; E = -3; F = /; G = -8; H = -32; I = -7

Cc1ccsc1-c1nc(CN2CCCC2c2ccc(F)cc2)c(C)o1 (configuration not stated)
  A = 3; B = 2; C = -0.3; D = 0; E = 2; F = 9; G = 12; H = 11; I = 2

CCO/C=C1\N=C(c2ccc(F)cc2)OC1=O
  A = 18; B = 4; C = 4.9; D = 1; E = 2; F = 1; G = -17; H = 27; I = 15

COc1ccc(/C=C/C(=O)Nc2cc(S(=O)(=O)N3CCCCC3)ccc2N2CCCCC2)cc1OC
  A = 9; B = 12; C = 1.0; D = -4; E = 2; F = 5; G = -14; H = 4; I = -12

Cc1nn(Cc2cccc(C(=O)NC(C)c3ccc(C(C)(C)C)cc3)c2)c(C)c1[N+](=O)[O-] (configuration not stated)
  A = 0; B = 2; C = 1.5; D = 2; E = -1; F = -2; G = 8; H = 10; I = -21

Cc1cc(C)nc(SCc2cc(=O)c(OC(=O)c3ccco3)co2)n1
  A = 4; B = 6; C = 1.1; D = 11; E = 6; F = 1; G = -16; H = 21; I = 18

O=C(NC1=NCCS1)C1COc2ccccc2O1 (configuration not stated)
  A = -2; B = 18; C = 0.4; D = -13; E = 5; F = 0; G = -6; H = 25; I = -3

CC(Sc1nc(-c2ccco2)nc2c1c(=O)n(C)c(=O)n2C)C(=O)O (configuration not stated)
  A = 6; B = 6; C = 0.3; D = 2; E = 0; F = /; G = -11; H = 21; I = 13

CCOC(=O)C(=CNc1ccccc1C)C(=O)OCC
  A = -1; B = 8; C = 2.3; D = 3; E = -2[fluorescence artefact?]; F = 1; G = -12; H = 14; I = 0

CCOC(=O)Cc1nnc2c(Nc3ccccc3F)nc3nonc3n12
  A = 24; B = 7; C = 38*; D = -4; E = 0; F = -3; G = -21; H = -12; I = 12

# From PubChem
